# ANO1 activ: mouse TMEM16A channel activation, primary screen | hit rate 0.3% among 340,000 | Q8BHY3 | AID 623877 | HEK293 TMEM16A/YFP-H148Q/I152L, iodide quench fluorescence; hits give low values | B-score at 10 µM;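 active means fluorescence-ratio B-score plate-corrected deviation score at least 3 library SD below zero, with starting fluorescence score within 5 deviations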;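 further: channel opened by trigger with iodide after compound preincubation; score built on the fluorescence ratio of max minus min over baseline; more negative score means more quench and so TMEM16A activation or potentiation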
# KCNK3 block: human KCNK3 channel inhibition, primary screen. O14649. CHO-KCNK3 thallium flux, FluxOR fluorescence; hits give low values. B-score at 10 µM. hit rate 0.84% among 340,000. AID 602410;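 active means B-score under library mean minus 4 SD, starting fluorescence ratio at most library mean plus 5 SD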;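 further: more negative B-score means stronger inhibition of thallium flux through KCNK3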
# Target sequence (O14649 whole entry, looked up): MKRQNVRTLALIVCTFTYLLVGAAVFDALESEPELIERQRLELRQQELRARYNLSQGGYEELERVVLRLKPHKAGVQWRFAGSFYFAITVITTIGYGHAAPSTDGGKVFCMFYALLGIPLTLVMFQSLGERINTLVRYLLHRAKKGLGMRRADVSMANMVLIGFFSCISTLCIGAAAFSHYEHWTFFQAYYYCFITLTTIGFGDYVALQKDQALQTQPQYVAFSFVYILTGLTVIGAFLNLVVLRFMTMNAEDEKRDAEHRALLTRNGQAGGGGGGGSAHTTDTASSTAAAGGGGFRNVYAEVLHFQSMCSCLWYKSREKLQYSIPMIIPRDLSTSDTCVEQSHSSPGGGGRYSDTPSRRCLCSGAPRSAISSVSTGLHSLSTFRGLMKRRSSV
# hERG protect: shields human hERG channel from block by proarrhythmic agents. CHO-hERG, FluxOR thallium flux, dofetilide IC70 present. hit rate 0.51% among 310,000. AID 1511. Q12809. activation (rescue from dofetilide block), less the hit threshold, % at 10 µM;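 active means activation above the mean of controls blocked by dofetilide plus 5 SD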;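 further: thallium influx through hERG after potassium depolarization seen as dye fluorescence rise; in these data hits start at about 4.7%; inactives centre near -7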
# RGS4 inh: human RGS4 inhibition; B-score at 10 µM; HEK293 M3R/RGS4 inducible, Fluo-4 calcium flux; hits give high values; triggered by carbachol at its EC20; P49798; AID 463165; hit rate 0.45% among 310,000;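 active means B-score, a plate-corrected calcium signal, over three deviations above library mean, with baseline fluorescence within five deviations of library mean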;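 further: RGS4 expression induced by doxycycline in cells with stable M3 receptor; B-score is computed from the integrated fluorescence ratio over baseline after carbachol; higher B-score means a larger calcium signal and so more RGS4 inhibition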
# Target sequence (P49798 whole entry, looked up): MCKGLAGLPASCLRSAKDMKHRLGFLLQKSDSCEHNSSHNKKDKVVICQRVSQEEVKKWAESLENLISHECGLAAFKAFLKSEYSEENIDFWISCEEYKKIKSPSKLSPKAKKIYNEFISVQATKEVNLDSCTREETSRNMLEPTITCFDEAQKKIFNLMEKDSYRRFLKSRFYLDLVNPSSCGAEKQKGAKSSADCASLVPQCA
# MrgX1 agonist: activates human MrgX1 receptor signaling; Q96LB2; MrgX1-HEK293 cells, Fluo-4 calcium fluorescence, agonist mode; hits give high values; B-score at 10 µM; hit rate 0.44% among 310,000;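 active means calcium response B-score plate-corrected fluorescence ratio at least 3 library SD, with starting fluorescence B-score inside 5 SD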
# Target sequence (Q96LB2 whole entry, looked up): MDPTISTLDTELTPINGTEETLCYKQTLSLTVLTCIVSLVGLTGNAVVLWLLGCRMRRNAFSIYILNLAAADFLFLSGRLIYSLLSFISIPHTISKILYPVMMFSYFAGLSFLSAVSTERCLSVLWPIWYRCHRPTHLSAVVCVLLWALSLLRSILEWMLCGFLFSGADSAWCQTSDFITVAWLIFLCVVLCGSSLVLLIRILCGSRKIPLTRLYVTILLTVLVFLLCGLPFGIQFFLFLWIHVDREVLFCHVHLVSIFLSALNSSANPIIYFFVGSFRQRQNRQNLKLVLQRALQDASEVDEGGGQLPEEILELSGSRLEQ
#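 Test system: Stable human MrgX1 HEK293 cell line | Schedule: Overnight plating before 1 h dye loading | Read-out basis: Baseline-normalised fluorescence change ratio, B-scored | Detection: Kinetic calcium dye fluorescence, Fluo-4 NW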
# MrgX1 PAM: human MrgX1 positive allosteric modulation, primary screen | Q96LB2 | MrgX1-HEK293, Fluo-4 calcium flux, FDSS; hits give high values | B-score at 10 µM | hit rate 0.63% among 310,000 | AID 588675;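 active means plate-corrected calcium response at least 3 library SD above typical, normal starting fluorescence, not activating the receptor alone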;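 further: compound read alongside a low EC10 to EC30 dose of BAM8-22 agonist; peak minus trough fluorescence over baseline measured at the second addition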
# KCNQ1 block: human KCNQ1 channel inhibition. P51787. CHO-K1 KCNQ1, FluxOR thallium flux fluorescence; hits give high values. B-score at 10 µM. hit rate 1.3% among 310,000;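 active means compounds whose thallium flux B-score, printed positive for inhibition, exceeds three library SD while starting fluorescence stays within three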;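 further: channel opened by potassium depolarization with thallium stimulus after 20 min compound exposure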
# KCNQ1 act: human KCNQ1 channel potentiation or activation. P51787. CHO-K1 KCNQ1, thallium flux FluxOR fluorescence; hits give high values. B-score at 10 µM. hit rate 0.35% among 310,000. AID 2648;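 active means fluorescence ratio B-score, a plate-corrected score, at least three library SD, with initial intensity B-score within 5 SD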
#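 Doses: Single concentration per compound, DMSO matched to controls | Test system: KCNQ1-transfected CHO-K1 cells | Timing: 90 min dye loading and 20 min compound exposure, both at room temperature | Measured by: Kinetic FluxOR thallium fluorescence, 10-s 1-Hz baseline, 110-s post-stimulus read | Medium: Assay buffer with matched DMSO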
# KCNK9 block: blocks the human KCNK9 two-pore domain potassium channel | Q9NPC2 | AID 488922 | HEK293 KCNK9, FluxOR thallium flux fluorescence; hits give low values | B-score at 10 µM | hit rate 1.2% among 310,000;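 active means ratio B-score over 3 SD below the library mean, with starting fluorescence within 5 SD of its mean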;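 further: negative B-score means less thallium flux so channel inhibition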
# ANO1 block: inhibitors of mouse TMEM16A calcium-activated chloride channel. HEK293 TMEM16A/YFP iodide influx fluorescence, ionomycin. normalized B-score (activity score, 25-100; higher = stronger inhibition) at 10 µM. hit rate 1.2% among 310,000. AID 588511;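 active means ratio plate-corrected score three or more library SD toward inhibition, starting fluorescence score within five deviations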;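 further: score derived from kinetic fluorescence span divided by baseline fluorescence per well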
# RGS4 pot: potentiators or activators of RGS4; HEK293 M3R/inducible RGS4, carbachol calcium flux Fluo4; hits give low values; B-score at 10 µM; hit rate 0.92% among 310,000; AID 463111;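 active means B-score of the integrated calcium signal more than 4 SD below the library mean, with starting fluorescence not abnormally high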;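 further: negative B-score means reduced calcium response which marks RGS4 activation or potentiation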
#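 Material: M3R-expressing HEK293 line, RGS4 induced by doxycycline | Schedule: Overnight RGS4 induction, 30 min dye load 37 °C, 20 min compound RT | Measured by: Fluo4 fluorescence kinetic imaging of calcium | Read-out: Integrated calcium ratio converted to B score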
# The depositor's hits bear a star; i = inactive; nt = no result given.
SMILES,ANO1 activ,KCNK3 block,hERG protect,RGS4 inh,MrgX1 agonist,MrgX1 PAM,KCNQ1 block,KCNQ1 act,KCNK9 block,ANO1 block,RGS4 pot
Cc1ccc(C(=O)C2(C)C3c4cc(Br)ccc4OC(=O)C32C(=O)c2ccco2)cc1 (configuration not stated),i,i,-7,i,i,i,i,i,-7.7*,i,i
N#Cc1ccc(-c2csc(NC(=O)c3cc(-c4cccs4)nc4ccccc34)n2)cc1,i,i,-14,i,i,i,i,i,i,i,i
CCc1ccc(NC2=NCC(=O)N2Cc2ccc3c(c2)OCO3)cc1,i,i,-14,i,i,i,i,i,i,i,i
NC(=O)COC(=O)CCCc1c[nH]c2ccccc12,i,i,-4,i,i,i,i,i,i,i,i
CC(Oc1ccccc1)C(=O)N1CCN=C1SCc1ccc(F)cc1 (configuration not stated),i,i,-14,i,i,i,i,i,i,i,i
Cc1ccc(Nc2nc3ccccc3c(=O)s2)cc1,i,i,-12,i,i,i,i,i,i,i,i
COc1ccc(NC(=O)Cn2nnc(-c3ccccc3N)n2)cc1OC,i,i,-1,i,i,i,i,i,i,i,i
Cc1cc(NC(=O)CSc2nnc(-c3ccc(S(=O)(=O)N4CCCC4)cc3)n2C)no1,i,i,3,i,i,i,i,i,i,i,i
Cc1ccccc1S(=O)(=O)Cc1ccc(C(=O)NCc2ccco2)o1,i,i,-10,i,i,i,i,i,i,i,i
O=C(CN1CCN(c2ccc(O)cc2)CC1)Nc1ccc(-c2ccccc2)cc1,i,i,-3,i,i,i,i,i,i,i,i
CCN1CCN(C(c2ccc(OC)cc2)C(O)C(=O)c2c[nH]c3ccccc23)CC1 (configuration not stated),i,i,-12,i,i,i,i,i,i,i,i
C=CCn1nnnc1SCC(=O)Nc1ccc(OC)cc1,i,i,-11,i,i,i,i,i,i,i,i
COc1cccc(-c2nc3sc4c(c3c(=O)[nH]2)CCCCC4)c1,i,i,-5,i,i,i,i,i,i,i,i
O=C(NCCCn1ccnc1)c1ccc(-c2ccccc2)cc1,i,i,-10,i,i,i,i,i,i,i,i
O=C(O)/C=C/c1ccccc1Oc1ccccc1,i,i,-7,i,i,i,i,i,i,i,i
CCOC(=O)Nc1sc2c(c1C#N)CCCC2,i,i,-3,i,i,i,i,i,i,i,i
COc1ccc(C(=O)NCc2nnc(SCC(=O)Nc3cccc(OC)c3)o2)cc1,i,i,-7,i,i,i,i,i,i,i,i
Cc1cc(N2CCCCC2)nc(SCc2ccc(C#N)cc2)n1,i,i,-11,i,i,i,i,i,i,i,i
COc1ccc2c(CSc3nnc(-c4cccnc4)n3-c3ccccc3F)cc(=O)oc2c1,i,i,-9,i,i,i,i,i,i,i,i
OC1(c2ccc(F)cc2)CN(c2ccccc2)C2=[N+]1CCS2 (configuration not stated),i,i,-12,i,i,i,i,i,i,i,i
O=[n+]1c2c(n([O-])c3cc(Br)ccc31)CCCC2,i,i,-11,i,i,i,i,i,i,i,i
CCS(=O)(=O)c1ccc(O)c(NC(=O)COc2ccc(C)cc2)c1,i,i,-9,i,i,i,i,i,i,i,i
O=C(NCc1ccccc1)c1nc2c(nnn2Cc2cccc(Cl)c2)c(=O)[nH]1,i,i,-1,4.9*,i,i,i,i,i,i,i
CC(OC(=O)c1cccnc1SCc1cc(=O)n2ccccc2n1)c1ccccn1 (configuration not stated),i,i,-25,i,i,i,i,i,i,i,i
O=C(CSc1nc2c(c(=O)n1-c1ccc(F)cc1)SCC2)NCC1CCCO1 (configuration not stated),i,i,-4,i,i,i,i,i,i,i,i
# Continuation:
SMILES,ANO1 activ,KCNK3 block,hERG protect,RGS4 inh,MrgX1 agonist,MrgX1 PAM,KCNQ1 block,KCNQ1 act,KCNK9 block,ANO1 block,RGS4 pot
COC(=O)C(NC(=O)c1ccc(OC)cc1)(Nc1ncc(S(=O)(=O)c2ccc([N+](=O)[O-])cc2)s1)C(F)(F)F (configuration not stated),i,i,-12,i,i,i,i,i,i,i,i
COC(=O)CCCC1=CC2=CC(=O)C(C)(OC(=O)c3cccs3)C(=O)C2=CN1CCN1CCOCC1 (configuration not stated),i,i,-9,i,i,i,i,i,i,i,i
Cc1c(C(=O)NN)nn(-c2ccc(Cl)cc2)c(=O)c1C#N,i,i,-6,i,i,i,i,i,i,i,i
O=C(NCCc1cn2ccccc2n1)c1ccc(Br)o1,i,i,-13,i,i,i,i,i,i,i,i
CSc1cccc(NC(=O)C2(S(=O)(=O)c3ccc(C)cc3)CC2)c1,i,i,-11,i,i,i,i,i,i,i,i
O=C(Cn1cncn1)N/N=C/c1cccc2ccccc12,i,i,-4,i,i,i,i,i,i,i,i
NC(=O)c1c(NC(=O)CSc2nc3c(c(C(F)(F)F)n2)CCc2ccccc2-3)sc2c1CCCC2,i,i,-12,i,i,i,i,i,i,i,i
CCn1c(Sc2nc(C)nc3scc(-c4cccs4)c23)n[nH]c1=O,i,i,-12,i,i,i,i,i,i,i,i
O=C(NCC1CCCO1)c1c(O)c2cccc3c2n(c1=O)CC3 (configuration not stated),i,i,-5,i,i,i,i,i,i,i,i
CC1=Nc2cc(C(=O)N3CCCC3)ccc2Sc2ccc(C)cc21,i,i,-5,i,i,i,i,i,i,i,i
COC(=O)[C@@]1(Cc2ccc(OC)cc2)[C@@H]2[C@@H](CC(=O)[C@H]2CC(=O)C(=O)N(C)C)CN1C(=O)c1ccccc1,i,i,-12,i,i,i,i,i,i,i,i
COc1ccc(-n2nc([N+](=O)[O-])c(=NCCc3ccccc3)n2O)cc1,i,i,-2,i,i,i,i,i,i,i,i
CCOCCCNC(=O)C(NC(=O)c1ccccn1)c1ccc(C)cc1 (configuration not stated),i,i,-9,i,i,i,i,i,i,i,i
Cc1ccc(C=Nc2cc([N+](=O)[O-])ccc2C)s1,i,i,-9,i,i,i,i,i,i,i,i
COc1ccccc1N(CC(=O)NC1CCCCC1)S(C)(=O)=O,i,i,-5,i,i,i,i,i,i,i,i
O=C(Nc1ccc(F)cc1)c1ccccc1NS(=O)(=O)N1CCCC1,i,i,-10,i,i,i,7*,i,i,25*,i
CC1(C(=O)NNC(=S)NCc2ccco2)CC1(Cl)Cl (configuration not stated),i,i,-7,i,i,i,i,i,i,i,i
C=Cn1cc[n+](CC(=O)c2ccc(Cl)cc2)c1,i,i,-7,i,i,i,i,i,i,i,i
CCOC(=O)N1CCC(NC(=O)c2cc3ccccn3n2)CC1,i,i,-5,i,i,i,i,i,i,i,i
COc1cc(-c2nc3n(c(=O)c2C#N)CCS3)cc(OC)c1OC,i,i,-3,i,i,i,i,i,i,i,i
CCO[C@H]1OC(C(=O)N2CCN(Cc3ccccc3)CC2)=C[C@@H](C2CCCCC2)[C@@H]1CCCO,i,i,-10,i,i,i,i,i,i,i,i
CC(CNC(=O)CCC(=O)N1CCOc2ccc(Cl)cc21)c1ccccc1 (configuration not stated),i,i,-14,i,i,i,i,i,i,i,i
O=C(Nc1cccc(S(=O)(=O)N2CCOCC2)c1)c1ccc2c(=O)n3c(nc2c1)CCCCC3,i,i,-22,i,i,i,i,i,i,i,-7.3*
COc1ccc(-c2cn3ccccc3n2)cc1[N+](=O)[O-],i,i,-5,i,i,i,i,i,i,i,i
CNC(=O)CN(Cc1ccccc1)S(=O)(=O)c1ccccc1,i,i,-12,i,i,i,i,i,i,i,i

# 3 of these compounds in a different format.
# Value order: ANO1 activ | KCNK3 block | hERG protect | RGS4 inh | MrgX1 agonist | MrgX1 PAM | KCNQ1 block | KCNQ1 act | KCNK9 block | ANO1 block | RGS4 pot
CSc1cccc(NC(=O)C2(S(=O)(=O)c3ccc(C)cc3)CC2)c1
  i | i | -11 | i | i | i | i | i | i | i | i
O=C(Cn1cncn1)N/N=C/c1cccc2ccccc12
  i | i | -4 | i | i | i | i | i | i | i | i
NC(=O)c1c(NC(=O)CSc2nc3c(c(C(F)(F)F)n2)CCc2ccccc2-3)sc2c1CCCC2
  i | i | -12 | i | i | i | i | i | i | i | i

# The listing continues.
SMILES,ANO1 activ,KCNK3 block,hERG protect,RGS4 inh,MrgX1 agonist,MrgX1 PAM,KCNQ1 block,KCNQ1 act,KCNK9 block,ANO1 block,RGS4 pot
Cc1ccc(NC2CC(=O)N(CCc3ccccc3)C2=O)cc1 (configuration not stated),i,i,-18,i,i,i,i,i,i,i,i
CNC(=O)CC1C(=O)N(c2ccc(F)cc2)C(=S)N1NC(=O)c1ccc(Cl)cc1 (configuration not stated),i,i,-7,i,i,i,i,i,i,i,i
Cc1nc2cc(C(=O)OCC(=O)Nc3ccc(C#N)cc3)ccc2n1-c1ccccc1,i,i,-8,i,i,i,i,i,i,i,i
CC(CCc1ccccc1)NC(=O)c1ccccc1C(=O)O (configuration not stated),i,i,-4,i,i,i,i,i,i,i,i
COc1ccc(C(=O)N2CCC(NC(=O)C(Cc3ccccc3OC)NC(C)=O)CC2)cc1 (configuration not stated),i,i,-11,i,nt,nt,i,i,i,nt,i
COc1cc(/C=N/n2cnnc2)ccc1OCc1ccccc1,i,i,-10,i,i,i,i,i,i,i,i
CC1CC2(CCCC2)N(C(=O)N(C)C)c2ccc(F)cc21 (configuration not stated),i,i,-8,i,i,i,i,i,i,i,i
COC(=O)C1=C(C)NC(=O)NC1c1ccc(-c2ccccc2Cl)o1 (configuration not stated),i,i,-6,i,i,i,i,i,i,i,i
COc1ccc(/C=N\Nc2ccccc2[N+](=O)[O-])c(C(=O)O)c1OC,i,i,-8,i,i,i,i,i,i,i,i
C#CCNC(=O)C1=C[C@@H](c2ccc(C#C)cc2)C[C@@H](OCc2ccc(CO)cc2)O1,i,i,-11,i,i,i,i,i,i,i,i
CC(C)NC(=O)C(=O)NCCC1CCCCN1S(=O)(=O)c1cccs1 (configuration not stated),i,i,-17,i,i,i,i,i,i,i,i
CCOC(=O)c1sc(=NC(=O)c2ccc(S(=O)(=O)N3CC(C)OC(C)C3)cc2)n(C)c1C (configuration not stated),i,i,-3,i,i,i,i,i,i,i,i
O=C(N/N=C/C(Br)=C/c1ccccc1)c1ccccc1[N+](=O)[O-],i,i,-7,i,i,i,i,i,-6.9*,i,i
CCOC(=O)N1CCN(CC(=O)Nc2ccc(F)cc2F)CC1,i,i,-5,i,i,i,i,i,i,i,i
CCN(CC)CCOC(=O)C1(c2ccc(OC)c(OC)c2)CCCC1,i,i,-8,i,i,i,i,i,i,i,i
